Assay outcomes (PubChem BioAssay)
M1 PAM: potentiates human M1 receptor response to acetylcholine | P11229 | CHO-K1 hM1, Fluo-8 calcium fluorescence, ACh EC20; 0% = ACh EC20, 100% = maximal ACh | activation, % at 3 µM | actives 0.088% (n = 360,000) | AID 588819; in the data active means activation above about 19%, passing the limit was not always enough
TAAR1 ag: human TAAR1 agonism | CHO RD-HGA16 TAAR1, Fluo-8 calcium fluorescence; vehicle wells 0%, saturating PEA agonist 100% | activation, % at 3 µM | actives 0.99% (n = 360,000);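 active means activation above the mean activation of all test compounds in the run plus 3 SD, cut at about 38% in these data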
Target sequence (Q96RJ0 whole entry, looked up): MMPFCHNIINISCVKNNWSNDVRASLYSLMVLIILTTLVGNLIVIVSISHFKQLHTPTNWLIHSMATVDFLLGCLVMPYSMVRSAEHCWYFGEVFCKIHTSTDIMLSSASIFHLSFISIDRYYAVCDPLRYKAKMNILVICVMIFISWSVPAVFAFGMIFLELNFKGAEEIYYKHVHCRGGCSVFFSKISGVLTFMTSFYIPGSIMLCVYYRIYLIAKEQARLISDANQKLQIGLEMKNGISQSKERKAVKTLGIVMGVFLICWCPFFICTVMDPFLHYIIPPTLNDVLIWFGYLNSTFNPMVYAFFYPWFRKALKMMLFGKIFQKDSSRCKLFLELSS
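Assay system: CHO-derived RD-HGA16 cells with stable Gα16 and human TAAR1; timing: 17-24 h seeding, 75 min 37 °C dye, 30 min RT; read-out: % activation from peak over basal fluorescence ratio, DMSO-to-PEA scaled; measured by: kinetic Fluo-8 calcium fluorescence; benchmarks: low control DMSO, high control PEA (EC100); doses: 3 µM single concentration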
M5 antag: antagonists of human muscarinic M5 receptor (CHRM5); P08912; CHO-hM5 cells, Fluo-8 calcium fluorescence, ACh EC80; inhibition, % at 3 µM; actives 0.59% (n = 360,000); AID 624040;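 active means inhibition above a per-plate cutoff, the mean of that plate's test compounds plus 3 SD, cut at about 27% in these data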;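 further: 0% = acetylcholine EC80 with DMSO and 100% = DMSO without agonist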
Target sequence (P08912 whole entry, looked up): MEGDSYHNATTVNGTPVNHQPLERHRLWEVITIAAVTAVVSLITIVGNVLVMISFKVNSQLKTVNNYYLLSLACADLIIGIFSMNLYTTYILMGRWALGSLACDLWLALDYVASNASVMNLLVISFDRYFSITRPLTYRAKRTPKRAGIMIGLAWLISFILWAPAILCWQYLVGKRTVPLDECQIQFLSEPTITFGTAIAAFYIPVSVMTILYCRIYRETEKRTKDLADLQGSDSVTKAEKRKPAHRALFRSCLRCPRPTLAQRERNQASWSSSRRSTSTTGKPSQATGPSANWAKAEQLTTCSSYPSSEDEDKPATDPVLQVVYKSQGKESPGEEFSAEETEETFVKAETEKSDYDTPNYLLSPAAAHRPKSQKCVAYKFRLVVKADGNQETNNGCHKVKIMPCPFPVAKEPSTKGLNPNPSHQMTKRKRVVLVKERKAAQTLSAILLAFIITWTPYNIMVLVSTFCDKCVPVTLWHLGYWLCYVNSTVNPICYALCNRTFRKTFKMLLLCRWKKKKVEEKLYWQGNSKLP
M5 PAM: positive allosteric modulators of human muscarinic M5 receptor | P08912 | CHO-K1 hM5, Fluo-8 calcium, ACh EC20 PAM; 0% = ACh EC20, 100% = ACh EC100 | activation, % at 3 µM | actives 0.3% (n = 360,000) | AID 624038;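 active means activation above the run cutoff, the mean activation of all test compounds plus 3 SD, cut at about 18% in these data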
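system = human M5 receptor in CHO-K1 cells | reagent = EC20 acetylcholine as agonist stimulus | compound dosing = single-point, 3 µM nominal | incubation = Fluo-8 loading 80 min at 37 °C plus 30 min room temperature | detection = Fluo-8 calcium dye fluorescence, kinetic read | benchmarks = low control EC20 acetylcholine (0%), high control EC100 acetylcholine (100%)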
M4 ag: CHRM4 agonism in calcium assay; P08173; CHO-K1 hM4/Gqi5, Fluo-8 calcium fluorescence; vehicle 0%, full acetylcholine response 100%; activation, % at 3 µM; actives 0.14% (n = 360,000); AID 624127;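 active means activation above the run mean over all test wells plus 3 SD, cut at about 32% in these data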;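 further: peak over basal fluorescence ratio per well then scaled between controls; 0% = DMSO wells and 100% = acetylcholine at EC100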
CHRM4 antagonist: CHRM4 antagonism in calcium assay | CHO-hM4 cells, ACh EC80, Fluo-8 calcium fluorescence | actives 0.73% (n = 360,000) | inhibition, % at 3 µM | AID 624125;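 active means inhibition above its plate's cutoff, the mean inhibition of sample wells plus 3 SD, cut at about 27% in these data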;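 further: 0% = acetylcholine EC80 with DMSO and 100% = DMSO without agonist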
M5 ag: agonists of human muscarinic M5 receptor (CHRM5); P08912; CHO-K1 hM5 cells, Fluo-8 calcium fluorescence; 0% DMSO wells, 100% maximal acetylcholine response; activation, % at 3 µM; actives 0.19% (n = 360,000); AID 624037;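 active means activation above the run's mean over test compounds plus 3 SD, cut at about 23% in these data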;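 further: signal is peak over basal fluorescence ratio across the kinetic read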
CHRM1 antagonist: antagonists of human M1 muscarinic receptor. AID 588852. CHO-K1 hM1, Fluo-8 calcium fluorescence, ACh EC80 antagonist. inhibition, % at 3 µM. actives 1.3% (n = 360,000). P11229;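 active means percent inhibition above its own plate's cutoff, namely the mean of that plate's compound wells plus 3 SD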;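 further: peak over basal fluorescence ratio during 140 s after agonist addition; 0% = ACh EC80 plus DMSO and 100% = DMSO alone without agonist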
M1 ag: human M1 muscarinic receptor agonism; AID 588814; P11229; CHO-K1 hM1, Fluo-8 calcium fluorescence, agonist mode; 0% DMSO, 100% acetylcholine EC100; activation, % at 3 µM; actives 0.33% (n = 360,000);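 active means activation above the run's mean compound activation plus 3 SD, cut at about 16% in these data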;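 further: peak over basal fluorescence ratio within a 140 s kinetic read after compound addition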
* hit, by the source's call; · = not tested or not shown. This is a subset; rates above refer to the full screens.

SMILES | M1 PAM | TAAR1 ag | M5 antag | M5 PAM | M4 ag | CHRM4 antagonist | M5 ag | CHRM1 antagonist | M1 ag
COCCCN1C(=O)C(CC(=O)NC2CCCCC2)CC(C(=O)N(C(C)C)C(C)C)=C1C (centres undefined) | 8 | 0 | 9 | 2 | 0 | -16 | -2 | -39 | -3
Cn1cc(CCNC(=O)CCc2nnc(CCCCc3ccccc3)o2)cn1 | -7 | 1 | 5 | -15 | 14 | -10 | 5 | 3 | -4
CCOc1ccc(NS(=O)(=O)c2ccc3ncsc3c2)cc1 | 3 | 17 | -14 | 7 | 6 | -2 | -1 | 0 | -13
CCC(COC(=O)Nc1cccc(C)c1)NC(=O)OCC(C)C (centres undefined) | -5 | -5 | 3 | -12 | 2 | 7 | -4 | 8 | -5
COCCn1c(SCc2nc3sc(C(=O)OC)c(C)c3c(=O)[nH]2)nc2ccccc21 | 3 | 5 | -2 | -4 | 1 | -5 | 0 | -7 | -1
COc1ccc(C2=NOC(C(=O)Nc3ccc(C)cc3)C2)cc1OC (centres undefined) | -1 | 7 | 0 | -3 | 2 | -13 | -5 | -3 | -5
CCOc1ccc(NC(=O)CN2CCC(n3cnc4cc(F)ccc43)CC2)cc1 | -8 | 3 | 19 | -10 | 17 | -7 | -4 | 6 | -7
Cc1ccc(C2(c3noc(CN(C)CC4COCCO4)n3)CCCC2)cc1 (centres undefined) | 3 | 0 | 5 | 2 | 2 | -7 | -2 | -4 | -5
O=C(CSc1nnc2nnc3ccccc3n12)N1CCOCC1 | 1 | 1 | 4 | 5 | 1 | 1 | -1 | -3 | -4
COc1ccc(/C=C2/CCOC2=O)cc1 | 1 | 8 | 4 | 6 | 0 | -3 | 0 | 2 | -4
C=CC(O)(C#CCN(CC)CC)c1ccccc1 (centres undefined) | -18 | 4 | 15 | -23 | 1 | 12 | -6 | 38* | -4
O=C(Cc1ccccc1)N[C@@H]1c2ccccc2CC[C@@H]1OCc1ccccc1 | 9 | 7 | 6 | 0 | 0 | -4 | 1 | -15 | -7
Cc1cccc(C)c1OCC(O)CNC(C)c1ccccc1 (centres undefined) | 7 | 19 | -4 | 5 | 16 | -14 | 7 | -15 | -2
O=C1c2ccccc2S(=O)(=O)N1CC1CC(c2ccccc2)=NO1 (centres undefined) | 5 | 13 | 9 | -8 | 10 | 15 | 5 | -6 | -1
CCCCNc1ncnc2c1cnn2-c1ccc(C)cc1C | 4 | -2 | 3 | -9 | 2 | -13 | -1 | -5 | 0

Looked up one by one from above:
SMILES | M1 PAM | TAAR1 ag | M5 antag | M5 PAM | M4 ag | CHRM4 antagonist | M5 ag | CHRM1 antagonist | M1 ag
CCCCNc1ncnc2c1cnn2-c1ccc(C)cc1C | 4 | -2 | 3 | -9 | 2 | -13 | -1 | -5 | 0
O=C(Cc1ccccc1)N[C@@H]1c2ccccc2CC[C@@H]1OCc1ccccc1 | 9 | 7 | 6 | 0 | 0 | -4 | 1 | -15 | -7

Carrying on:
SMILES | M1 PAM | TAAR1 ag | M5 antag | M5 PAM | M4 ag | CHRM4 antagonist | M5 ag | CHRM1 antagonist | M1 ag
CC(C)C(=O)Nc1nnc(S(=O)(=O)N2CCCCCC2)s1 | 1 | 1 | 2 | -1 | 0 | -1 | 0 | -3 | -3
COc1ccc(NC(=O)C[C@H]2C(=O)N(c3ccccc3)C[C@@H]2CSC)cc1 | 4 | 4 | -4 | 1 | 5 | -7 | 0 | -7 | -3
CCN(CC)C(=O)Cn1cc(S(=O)(=O)CC(=O)N2CC(C)OC(C)C2)c2ccccc21 (centres undefined) | -1 | 14 | -21 | 14 | 0 | 4 | -4 | 1 | -2
CN(C)C(=O)NC1C=CS(=O)(=O)C1 (centres undefined) | 1 | 14 | -4 | -1 | 0 | 1 | -1 | -4 | 0
COCC1CCN(C(=O)c2ccc3oc(Cc4ccccc4)nc3c2)C1 (centres undefined) | 9 | 2 | -11 | 3 | 1 | -6 | -6 | -2 | -6
C/C(=N\NC(=O)c1ccc(NS(=O)(=O)c2cccs2)cc1)c1ccc2c(c1)OCO2 | 5 | 1 | -2 | 2 | 0 | -7 | 1 | -7 | -5
O=C(O)c1cccc(CSc2ncccn2)c1 | 6 | 15 | 1 | 3 | 0 | 5 | 1 | -5 | -6
Cc1nc(C(F)(F)F)nc(Nc2ccc(Br)cc2)c1C#N | 7 | 10 | -8 | 3 | -1 | 5 | -2 | -3 | -3
O=C(COc1ccc2ccc(=O)oc2c1)N1CCN(C(=O)C2COc3ccccc3O2)CC1 (centres undefined) | -2 | 4 | -10 | 3 | 8 | 1 | 4 | -2 | -1
CN(C)C(=S)c1ccccc1 | 10 | 0 | 8 | -2 | 1 | 0 | 0 | -14 | -1
CC(=O)c1cccc(NC(=O)c2cccc(NC(=O)c3ccco3)c2)c1 | 1 | 10 | -1 | -6 | 12 | -7 | 8 | -6 | -1
CC(=O)NC(=S)Nc1cccc(S(=O)(=O)NC2=NCCC2)c1 | 9 | 1 | 3 | -2 | 1 | 10 | 0 | -7 | -2
CC(=O)c1cccc(NC(=O)c2nccnc2C(=O)O)c1 | 3 | 10 | 5 | -3 | -1 | 0 | 1 | 6 | -3
CCOC(=O)c1ccc(-n2cnc(-c3ccc([N+](=O)[O-])cc3)c2)cc1 | -4 | 9 | -7 | 0 | 4 | 1 | 4 | 5 | -5
Cc1c(Cl)cccc1NC(=O)CCC(=O)c1cccs1 | 12 | 2 | 0 | 0 | 4 | 1 | -2 | -18 | -4
O=C(CN1c2cccc3cccc(c23)S1(=O)=O)NC1CCCCC1 | 3 | 5 | -1 | 6 | 4 | -8 | 4 | -3 | -3
O=c1[nH]c2ccccc2n1CCCSc1cnc2ccccc2n1 | 1 | 0 | -5 | -5 | 9 | -8 | 4 | 4 | -1
COc1ccc(OC)c(N(CC(=O)N2CCCC2)S(=O)(=O)c2ccc(C)cc2)c1 | 8 | 1 | -6 | 7 | 1 | 1 | 0 | -5 | -3
Cc1cc(NC(=O)CCC(=O)N(Cc2ccco2)C(C(=O)NC2CCCCC2)c2ccccc2)no1 (centres undefined) | 1 | 5 | 3 | -9 | 4 | -5 | -5 | 1 | -4
O=C(CN1CCCCCC1)Nc1ccc(F)c(F)c1F | 19 | 3 | -10 | 8 | -1 | 10 | 0 | -18 | -7
O=[N+]([O-])c1nn(-c2ccc(Cl)cc2)n(O)c1=NCc1cccnc1 | 3 | -2 | -6 | -6 | -3 | 1 | -6 | -7 | -9
COc1ccc2c(c1)[nH]c1c(=O)n(CCc3cnc[nH]3)cnc12 | 13 | 9 | -1 | 2 | 0 | 2 | 0 | -18 | -2
COCCN1Cc2cccc(C(=O)Nc3cccc(C)c3C)c2C1=O | 0 | 2 | -3 | -4 | 0 | -1 | -8 | 2 | -4
CC(C)COCC(CN(Cc1ccccc1)c1ccccc1)N1CCCC1 (centres undefined) | -7 | 8 | 3 | -12 | 4 | -8 | 0 | -16 | -4
Cc1ccc2cc(CN(CCCN3CCOCC3)C(c3nnnn3Cc3ccco3)C(C)C)c(=O)[nH]c2c1C (centres undefined) | 1 | 10 | 0 | 3 | 3 | -1 | -3 | 3 | -13
Cc1c([N+](=O)[O-])cc(C(=O)Nc2ccc(Cc3ccncc3)cc2)cc1[N+](=O)[O-] | -8 | 14 | 10 | -15 | 15 | -9 | -2 | -2 | -7
CC(C)(C)OC(=O)N/N=C/c1ccc(N2CCOCC2)s1 | -2 | 10 | 10 | -6 | 3 | 2 | -1 | 1 | -2
COc1cc(OC)cc(C(=O)N2CCN(C3CCN(Cc4ccccc4)CC3)CC2)c1 | -9 | -2 | -6 | 6 | 2 | 13 | -7 | 8 | -16
CC(=O)N1c2ccc(S(=O)(=O)N3CCCC(C(=O)Nc4cc(C)cc(C)c4)C3)cc2CC1C (centres undefined) | 13 | 2 | 1 | -6 | 4 | -7 | -1 | -12 | -1
CC(C)CCNC(=O)C(C)N(C(=O)Cn1nnc(-c2ccc(F)cc2)n1)C1CCCC1 (centres undefined) | 3 | 20 | 7 | -11 | 0 | 4 | -12 | 3 | -6

As entered above.
For M1 PAM, CC(=O)N1c2ccc(S(=O)(=O)N3CCCC(C(=O)Nc4cc(C)cc(C)c4)C3)cc2CC1C (centres undefined) has 13
For CHRM4 antagonist, CC(C)COCC(CN(Cc1ccccc1)c1ccccc1)N1CCCC1 (centres undefined) has -8
For M5 antag, CC(C)CCNC(=O)C(C)N(C(=O)Cn1nnc(-c2ccc(F)cc2)n1)C1CCCC1 (centres undefined) has 7
For M5 antag, COc1ccc(OC)c(N(CC(=O)N2CCCC2)S(=O)(=O)c2ccc(C)cc2)c1 has -6

Only CHRM4 antagonist, for 2 of the compounds above:
mol | CHRM4 antagonist
O=C(CN1CCCCCC1)Nc1ccc(F)c(F)c1F | 10
O=[N+]([O-])c1nn(-c2ccc(Cl)cc2)n(O)c1=NCc1cccnc1 | 1

Further results follow.
SMILES | M1 PAM | TAAR1 ag | M5 antag | M5 PAM | M4 ag | CHRM4 antagonist | M5 ag | CHRM1 antagonist | M1 ag
FC(F)(F)c1ccccc1Cc1c(-c2ccc(Cl)cc2)nc2c3ccccc3ccn12 | · | -1 | -2 | -6 | 1 | 1 | 2 | · | ·
CC(NS(=O)(=O)c1ccc2ccccc2c1)c1ccccn1 (centres undefined) | 13 | 10 | 3 | 3 | 2 | -16 | 4 | -10 | -1
CC(C)(C)C(=O)NC1CCN(CC(=O)Nc2ccc3c(c2)OCO3)CC1 | 10 | -3 | 11 | -5 | 2 | -1 | -4 | -13 | -5
Cc1nn(C(C)(C)C)c(OC(=O)c2cccs2)c1Sc1ccccc1 | -6 | 6 | -2 | -9 | -2 | -11 | 2 | -8 | -5
COC(=O)c1nc[nH]c1C(=O)OC | 0 | 2 | 10 | -10 | 10 | 5 | 0 | 6 | -2
O=C(NN1CCOCC1)c1ccccc1 | 11 | 1 | 5 | -2 | 0 | -2 | -4 | -6 | 1
COC(=O)C1=C(SC)N(c2ccc(OC)cc2)C(c2ccccc2)CC1=O (centres undefined) | 2 | 3 | -10 | 8 | -1 | -14 | 0 | -4 | -3
COc1ccc(CC(=O)Oc2ccc(F)c(F)c2)cc1S(=O)(=O)N1CCOCC1 | 5 | 5 | -4 | 1 | 2 | -8 | -1 | -11 | 0
COc1ccc(/C=N/NC(=O)c2ccc(-n3cnnn3)cc2)cc1 | -2 | 2 | 5 | -2 | 0 | -1 | 3 | 0 | -1
Oc1ccc(C[C@H]2CN([C@@H](Cc3cccc(O)c3)CN3CCC[C@@H]3CN3C(=S)NC[C@@H]3Cc3ccccc3)C(=S)N2CC2CCCCC2)cc1 | 1 | 0 | 0 | -2 | 0 | -17 | -4 | -2 | -11
CCCc1nnc(NC(=O)CCC(=O)N2CCN(Cc3ccc(F)cc3)CC2)s1 | 7 | 1 | -11 | 1 | 3 | -14 | -6 | -7 | 1

Full records as entered above. Order of screens: M1 PAM, TAAR1 ag, M5 antag, M5 PAM, M4 ag, CHRM4 antagonist, M5 ag, CHRM1 antagonist, M1 ag
`CC(NS(=O)(=O)c1ccc2ccccc2c1)c1ccccn1` (centres undefined) reads 13, 10, 3, 3, 2, -16, 4, -10, -1
`CCCc1nnc(NC(=O)CCC(=O)N2CCN(Cc3ccc(F)cc3)CC2)s1` reads 7, 1, -11, 1, 3, -14, -6, -7, 1
